KLK7 zymogen act = proKLK7 (human) activation, primary screen | hit rate 0.9% among 370,000 | P49862 | activation, % at 7 µM | purified proKLK7, EDANS-DABCYL substrate fluorescence; 100% is mature enzyme control, 0% vehicle;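 active means activation above the mean of all tested compounds plus 3 SD, computed per campaign excluding outliers beyond control limits, cut at about 13% in these data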
PLCb3 inh = PLC-beta3 (human) inhibition, primary screen; Q01970; Purified PLC-beta3, fluorogenic substrate, fluorescence; inhibition, % at 12.2 µM; hit rate 0.18% among 370,000; in the data active means inhibition above about 11%;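 further: 0% = median of compound wells on plate and 100% = full blocker control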
ARFGAP1 inh = rat ARFGAP1 inhibition; Q62848; Arfgap1-stimulated ARF1 GTP hydrolysis, GDP FP detection; inhibition, % at 16.5 µM; hit rate 0.26% among 360,000; AID 651572;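 active means inhibition above a per-plate limit, mean inhibition of low control wells plus 3 SD, cut at about 25% in these data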;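 further: 0% = DMSO wells with enzyme and 100% = wells lacking Arfgap1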
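Material: rat Arfgap1 catalytic domain, aa 1-136; also added: human ARF1(Δ1-17)-GTP substrate; compound dosing: one concentration, 16.5 µM, DMSO 1.26%; incubation: GTP hydrolysis reaction 2 h at 25 °C; measured by: Tracer-displacement fluorescence polarization with EDTA stop, 620/688 nm; evaluation: % inhibition from polarization; repeats: one replicate per compound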
PLC-gamma1 inh = PLC-gamma1 (human) inhibition, primary screen; P19174; purified PLC-gamma1, fluorogenic substrate, fluorescence; inhibition, % at 12.2 µM; hit rate 0.84% among 370,000; AID 720700; in the data active means inhibition above about 9.5%
Target sequence (P19174 whole entry, looked up): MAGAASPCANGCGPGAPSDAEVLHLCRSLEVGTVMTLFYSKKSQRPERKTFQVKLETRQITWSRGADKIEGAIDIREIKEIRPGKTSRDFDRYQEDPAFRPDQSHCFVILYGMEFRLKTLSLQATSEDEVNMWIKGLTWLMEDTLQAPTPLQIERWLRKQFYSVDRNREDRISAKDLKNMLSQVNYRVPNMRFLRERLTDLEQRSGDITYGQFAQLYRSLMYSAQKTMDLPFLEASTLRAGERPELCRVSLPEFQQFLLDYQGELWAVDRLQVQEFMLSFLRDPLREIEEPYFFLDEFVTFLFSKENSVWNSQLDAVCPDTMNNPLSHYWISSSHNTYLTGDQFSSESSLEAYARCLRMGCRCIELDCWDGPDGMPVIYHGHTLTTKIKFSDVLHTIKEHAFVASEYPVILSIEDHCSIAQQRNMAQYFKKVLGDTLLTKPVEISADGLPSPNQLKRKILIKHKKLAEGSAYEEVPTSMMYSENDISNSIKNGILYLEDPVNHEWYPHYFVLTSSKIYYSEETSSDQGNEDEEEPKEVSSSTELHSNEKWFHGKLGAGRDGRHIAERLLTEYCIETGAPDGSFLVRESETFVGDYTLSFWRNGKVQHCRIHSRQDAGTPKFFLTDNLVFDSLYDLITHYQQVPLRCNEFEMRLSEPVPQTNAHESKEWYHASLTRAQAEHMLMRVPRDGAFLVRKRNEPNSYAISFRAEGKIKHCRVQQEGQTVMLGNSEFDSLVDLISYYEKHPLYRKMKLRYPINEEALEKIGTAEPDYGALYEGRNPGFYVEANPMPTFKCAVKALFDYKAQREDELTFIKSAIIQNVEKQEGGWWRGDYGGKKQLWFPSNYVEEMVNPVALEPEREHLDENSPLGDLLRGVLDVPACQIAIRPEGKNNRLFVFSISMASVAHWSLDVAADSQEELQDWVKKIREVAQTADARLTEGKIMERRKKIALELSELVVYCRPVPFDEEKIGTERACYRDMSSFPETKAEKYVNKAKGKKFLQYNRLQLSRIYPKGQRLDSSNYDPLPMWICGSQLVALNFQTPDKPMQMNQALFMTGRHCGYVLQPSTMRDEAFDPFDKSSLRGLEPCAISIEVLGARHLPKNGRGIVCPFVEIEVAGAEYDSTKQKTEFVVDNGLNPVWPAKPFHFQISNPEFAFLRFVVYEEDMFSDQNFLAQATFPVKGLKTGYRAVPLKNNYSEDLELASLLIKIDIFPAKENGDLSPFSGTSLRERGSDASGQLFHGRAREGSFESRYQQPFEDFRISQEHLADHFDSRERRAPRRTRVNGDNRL
Tn6 DDE FP = disrupts Tn6 cyclic peptide binding to fibrin D-Dimer-E complex | Fibrin DD(E) TRITC-Tn6 fluorescence polarization displacement | AID 720509 | inhibition, % at 8.3 µM | P02675 | hit rate 0.21% among 370,000;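 active means inhibition above a per-campaign cutoff: mean of compounds within control limits plus 3 SD, cut at about 15% in these data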;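 further: 0% = median of all compound wells on the plate and 100% = blocking peptide control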
sPLA2-III inh = Blocks human group III sPLA2 activity; QFRET BODIPY PC-A2 liposome hydrolysis, fluorescence; inhibition, % at 12.2 µM; Q9NZ20; hit rate 0.56% among 370,000;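 active means inhibition above mean plus 3 SD of compounds lying within the high and low control bounds, cut at about 19% in these data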;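 further: 0% = median of test compound wells and 100% = no enzyme DMSO wells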
Tn7 DDE FP = DD(E)-Tn7 binding inhibition, primary FP screen | P02675 | FP displacement of FITC-Tn7 peptide from fibrin DD(E); 0% = median of compound wells per plate | inhibition, % at 8.3 µM | hit rate 0.13% among 370,000;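 active means inhibition above the mean of compounds falling within the control limits plus 3 SD of them, cut at about 14% in these data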;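 further: 0% = plate median of compound wells and 100% = 10 µM Aha-Tn7 peptide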
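Also added: labelled Tn7 tracer, 0.1 µM; Assay system: human fibrin DD(E) protein; Amount: 2 µM fibrin DD(E); Schedule: 10 min compound pre-incubation, 3 h probe incubation at room temperature; Repeats: one replicate per compound; Read-out basis: percent inhibition; Measured by: fluorescence polarization of the labelled Tn7 tracer.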
ASAP1 GAP inh = blocks human ASAP1-stimulated Arf1 GTP hydrolysis | Q9ULH1 | GDP FP detection | inhibition, % at 16.5 µM | hit rate 0.19% among 360,000 | AID 624377; in the data active means inhibition above about 25%;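 further: 0% = vehicle with enzyme and substrate and 100% = no enzyme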
NR1D1 modulator = modulates human Rev-erb alpha binding to DNA | Rev-erbα–FITC-DNA binding, fluorescence polarization, 90 min | hit rate 0.79% among 370,000 | activity, % at 10 µM;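 active means activity above about 14%, limit read from the data; passing the limit was not always enough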;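 further: 0% = DMSO wells with 35 nM protein and 100% = DMSO wells with 750 nM protein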
UHRF1 MBD2 ctr = UHRF1 methyl-DNA binding inhibition; hit rate 0.75% among 370,000; AID 687016; inhibition, % at 4.4 µM; UHRF1 binding to methylated oligo, TR-FRET; in the data active means inhibition above about 21%;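 further: UHRF1 SRA domain binding a hemimethylated CpG hairpin DNA probe; 0% = median of test compound wells and 100% = reference inhibitor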
Active calls of the source: *; i = inactive. No enrichment for hits; any-hit rate near 4.5%.

Values run as follows: KLK7 zymogen act	PLCb3 inh	ARFGAP1 inh	PLC-gamma1 inh	Tn6 DDE FP	sPLA2-III inh	Tn7 DDE FP	ASAP1 GAP inh	NR1D1 modulator	UHRF1 MBD2 ctr
Cc1nn(Cc2c(Cl)cccc2Cl)c(C)c1NC(=O)c1cc(C(C)C)on1
    0.2	3	-6	1	4	-2	0	2	-2	-3
O=C(NCCCN1CCOCC1)C1Nc2ccc(OC(F)(F)F)cc2C2C=CCC12 (centres undefined)
    0.3	-11	3	-10	0	-6	1	-4	-1	-4
CCCNc1c(NS(=O)(=O)c2cccs2)c(=O)oc2ccccc12
    -0.6	-10	2	-1	7	-10	-4	-12	5	-2
CC1=C(C(=O)N(C)C)CC(CC(=O)NCc2cccc3ccccc23)C(=O)N1CCCN1CCCC1=O (centres undefined)
    -0.5	2	-5	1	-4	21*	-1	5	3	4
CCCC(=O)N1CCN(c2ccc([N+](=O)[O-])c(NC(C)c3ccccc3)c2)CC1 (centres undefined)
    0.7	5	-1	7	-1	-11	-1	4	8	-3
CC(C)(C)NC(=O)C(c1ccco1)N(Cc1ccc2c(c1)OCO2)C(=O)c1snc(C(N)=O)c1N (centres undefined)
    -3.1	-20	8	-13	-1	-11	-2	-7	-2	0
COC(=O)c1cc(OC)c(OC)cc1NCC(=O)Nc1ccc(C)cc1
    -0.5	-26	1	-29	0	15	9	1	2	2
COc1ccc(OC)c(/C=C/C(=O)OCC(=O)N2CCCCC2)c1
    22*	i	-5	i	1	3	5	0	1	-1
COc1ccc(CCC2=NCCN2C(CC(C)C)c2nc3ccccc3[nH]2)cc1 (centres undefined)
    -0.3	0	10	-2	0	13	2	-3	-1	-1
CSCc1ccc(C(=O)NCCSc2ccc(Br)cc2)cc1
    0.6	-8	-10	1	1	-2	5	9	0	-1
Cc1ccc(Cl)cc1NC(=O)C1CCCN1S(=O)(=O)c1ccc(-c2ccc(=O)[nH]n2)s1 (centres undefined)
    0.3	-5	-2	3	-5	-10	-8	1	4	-3
C[C@@H](OC(=O)c1[nH]cnc1C(=O)NCc1ccc(CNC(=O)OC(C)(C)C)cc1)c1ccccc1
    0.3	8	5	5	-2	15	1	8	-3	-2
COc1ccc(N(CC(=O)NCc2ccco2)S(C)(=O)=O)c(OC)c1
    0.1	-6	0	-3	-1	3	0	1	7	3
Cc1ccc2c(c1)N(CC(=O)N1CCC(O)CC1)C(=O)CO2
    -0.5	-5	8	-1	1	7	4	-3	-6	1
Fc1ccccc1COc1ccc(Br)cc1CNCc1ccncc1
    0.7	5	3	3	2	-4	-2	7	6	3
O=C(Nc1sc2c(c1C(=O)O)CCC2)c1ccc(F)cc1
    -0.1	-46	-6	-43	1	-2	1	-11	4	2
Cc1cccc2c1CCCC2=O
    -0.1	1	1	6	-9	16	-7	12	0	4
Cc1cccc(N2CCN(C(c3ccccc3)c3nnnn3C(C)(C)C)CC2)c1C (centres undefined)
    0.2	1	-11	-1	8	-1	-2	5	3	0
COc1ccc(N2C(=O)CC(Sc3n[nH]c(-c4cccc(C)c4)n3)C2=O)cc1 (centres undefined)
    0.2	-3	-2	2	-2	-26	1	11	-4	0
COc1cc2[nH]c(=O)n(CCC(=O)N3CCN(Cc4ccc5c(c4)OCO5)CC3)c(=O)c2cc1OC
    0.3	-5	-5	1	1	-1	-3	-9	8	3
O=C(CN1CCC(NC(=O)c2ccc(Br)cc2)CC1)NCc1cccs1
    -0.2	5	-8	0	6	-2	-4	6	1	-2
CCC1CCCCN1Cc1nc2c(c(=O)n(C)c(=O)n2C)n1CC(C)C (centres undefined)
    -0.2	-2	-5	1	6	2	-4	6	5	1
CC(C)OC(=O)Nc1ccc2c(c1)N(C(=O)CCN1CCN(CCO)CC1)c1ccccc1CC2
    0.1	1	4	2	0	-3	-6	-1	-3	-1
CC1COc2c3ccccc3nn21 (centres undefined)
    -0.4	-3	3	0	7	18	8	-8	1	2
NS(=O)(=O)c1ccc(N/C=C\C(=O)c2cccc3ccccc23)cc1
    -0.3	-56	2	-42	-1	-16	-4	-10	-4	-6
Nc1nonc1-n1nnc(C(=O)N/N=C/c2cccc(Cl)c2)c1-c1cccs1
    0.9	-11	16	3	-9	-32	5	-2	-1	1
Cc1ccc(C(=O)N/N=C/c2ccc(-c3cccc(Cl)c3)o2)cn1
    3.3	-132	11	-80	-2	-7	-2	-11	-6	-3
CCOc1ccc(-n2c(Cc3cc(=O)[nH]c(=O)[nH]3)nnc2SCC(N)=O)cc1
    0.3	-2	13	2	0	-3	-1	1	-4	-4
COc1ccc(NC(=O)CSc2c(C)n[nH]c2C)cc1
    0.1	-6	3	1	-3	1	9	0	-5	0
O=C(NCCc1ccccc1)c1ccc2c(c1)S(=O)(=O)c1ccccc1C2=O
    0.8	5	8	2	5	-4	6	1	1	0
COc1ccc(Cl)cc1NC(=O)CN1c2ccccc2CC1C (centres undefined)
    0.0	-2	3	0	-4	0	-5	9	5	0
Cc1ccc(C)c(OCCC(=O)OCC(=O)NC(=O)NCc2ccccc2)c1
    0.0	-9	-3	0	3	0	1	3	-4	2
COc1ccc(NC(=O)CC2SC(N3CCOCC3)=NC2=O)c(OC)c1 (centres undefined)
    0.0	-1	6	0	0	9	-6	-10	-5	2
CCn1c(SCC(=O)O)nnc1-c1cccnc1
    -0.4	2	-2	2	-5	2	3	1	-1	-4
CC(C)CCN1C(Nc2ccccc2)=NC[C@@H]1C
    0.2	5	-1	2	1	1	6	-5	1	0
CCOC(=O)CCNCC1COc2ccccc2O1 (centres undefined)
    0.0	2	13	4	1	11	-5	2	1	0
COC(=O)Cn1cc(/C=N/NC(=O)COc2cccc3cccnc23)c2ccccc21
    0.0	-3	29*	-6	5	-9	-4	36*	-6	-2
C#CCOCCOCCOCCNc1nc(N2CCN(C(=O)Cn3cc(CCCCN)nn3)CC2)nc(N2CCN(C(=O)[C@H](CCCCN)n3cc(CCC(=O)O)nn3)CC2)n1
    -0.1	2	-2	0	7	3	7	-11	4	8
COCCCNC(=O)CC(C)c1ccccc1 (centres undefined)
    0.4	4	-7	7	9	5	-12	-3	0	-1
CCCCCCC(=O)Nc1ccc(Br)cn1
    -0.2	-1	6	3	8	-2	-3	1	-7	0
CC(=O)c1cccc(NC(=O)c2ccc(OC3CSC3)cc2)c1
    0.5	-5	6	1	-7	3	0	7	1	1
C=CC[C@H](CC(=O)NCCO)C(=O)NC[C@H](OC(=O)[C@@H](CC=C)Cc1ccc(F)cc1)c1ccccc1
    0.7	2	-6	-1	9	1	-1	-8	1	-4
COc1ccc(CCNC(=O)CCCCC(=O)NCCc2ccc(OC)cc2)cc1
    0.5	-4	10	5	2	2	2	-7	1	3
COc1ccc(CN(CC(=O)NC2CCCC2)C(=O)CN2C(=O)COc3ccccc32)cc1
    0.1	-1	-2	2	2	-2	-4	-7	-1	-2
CCOc1ncccc1C(=O)Nc1cccc(S(=O)(=O)N2CCOCC2)c1
    -0.2	-2	-7	-1	-12	-4	3	-19	0	-4
CCOC(=O)c1cn(-c2ccc([N+](=O)[O-])cc2)c2cc(Cl)c([N+](=O)[O-])cc2c1=O
    0.5	-1	1	1	0	3	-6	-6	-3	0
O=C(NC1=NCCS1)c1ccccc1F
    -0.6	-7	2	2	7	5	3	4	-2	1
Cc1cc(C(=O)CSc2nnc(-c3ccc(Cl)cc3)n2CC2CCCO2)c(C)n1C (centres undefined)
    0.3	2	7	2	1	-1	-8	1	3	-1
O=C(NCc1ccco1)C(=O)c1cn(CC(=O)N2CCCC2)c2ccccc12
    -0.3	6	12	2	1	-4	-6	1	-1	-1
Cc1ccc(OCCCC(=O)Nc2nc3ccccc3[nH]2)cc1
    0.0	-3	18	-1	-7	-2	0	11	-8	0

(more compounds)
Values run as follows: KLK7 zymogen act	PLCb3 inh	ARFGAP1 inh	PLC-gamma1 inh	Tn6 DDE FP	sPLA2-III inh	Tn7 DDE FP	ASAP1 GAP inh	NR1D1 modulator	UHRF1 MBD2 ctr
O=S(=O)(NN=C1CCCCCC1)c1ccccc1
    0.2	-2	2	6	-4	6	-1	1	0	0
C[C@@H](O)C1NC(=O)[C@H](CCCCN)NC(=O)c2cc([N+](=O)[O-])cc(I)c2OCC[C@@H](C(N)=O)NC1=O (some centres undefined)
    0.5	2	0	1	-2	4	8	12	-6	8
O=C(NCCc1ccccc1)C1CCC(=O)N1C1CCCC1 (centres undefined)
    0.6	-1	14	4	-8	-2	-5	7	2	-2
Cc1noc(COc2ccccc2OCC(N)=O)n1
    -0.4	-4	15	3	-6	-1	5	-16	1	2
O=C(C(=O)N1CC=C(c2ccccc2)CC1)c1c[nH]c2ccccc12
    -0.2	-3	15	-2	0	-31	-11	9	0	-3
CC(C)(C)NC(=O)C(C1CC1)n1c(=O)c(-c2ccco2)nc2ccccc21 (centres undefined)
    9.3	-188	5	-150	-2	-6	0	-2	-1	15
OCC(CO)(CO)NCc1ccc(-c2ccccc2)cc1
    -0.1	-2	1	3	-5	9	3	1	5	25*
COc1ccc(C2C(C(C)=O)=C(O)C(=O)N2c2ccc(C)cc2)cc1 (centres undefined)
    0.3	-27	-24	-14	-2	-2	4	-8	-2	-7
COc1cccc(NC(=O)CCS(=O)(=O)c2ccc3c(c2)oc(=O)n3C)c1
    0.1	-9	14	0	-10	9	-3	-3	-1	4
CCOC(=O)C1=C(COC(=O)CCOc2ccccc2)NC(=O)NC1C (centres undefined)
    -0.2	-6	-5	-2	-3	-1	-1	1	-1	0

Full records, quoted from the list. Screens in order: KLK7 zymogen act	PLCb3 inh	ARFGAP1 inh	PLC-gamma1 inh	Tn6 DDE FP	sPLA2-III inh	Tn7 DDE FP	ASAP1 GAP inh	NR1D1 modulator	UHRF1 MBD2 ctr
Record of COc1cccc(NC(=O)CCS(=O)(=O)c2ccc3c(c2)oc(=O)n3C)c1 = 0.1	-9	14	0	-10	9	-3	-3	-1	4
Record of OCC(CO)(CO)NCc1ccc(-c2ccccc2)cc1 = -0.1	-2	1	3	-5	9	3	1	5	25*

(further entries)
Values run as follows: KLK7 zymogen act	PLCb3 inh	ARFGAP1 inh	PLC-gamma1 inh	Tn6 DDE FP	sPLA2-III inh	Tn7 DDE FP	ASAP1 GAP inh	NR1D1 modulator	UHRF1 MBD2 ctr
COc1ccc(Cl)cc1C(=O)N1CCN(Cc2ccc3c(c2)OCO3)CC1
    -0.2	-5	-11	2	-2	3	1	5	0	-1
Cc1ccc(NC(=O)NC(=O)CSc2nnnn2C)c(C)c1
    0.1	6	-16	-4	-2	-15	-4	4	5	-2
C/C(=N/N1CCN(Cc2ccccc2)CC1)c1ccc(Br)cc1
    -0.1	0	-11	0	0	-3	-4	6	-1	0
CN1CCc2c(sc(/N=C/c3cc(C(C)(C)C)ccc3O)c2C#N)C1
    0.0	-49	-3	-32	4	-2	-3	-2	7	-4
CN(C)/N=C/C=C1\CC/C(=C\c2ccc(F)c(F)c2)C1=O
    -0.4	-8	-3	-2	0	8	-3	0	1	2
O=C1c2ccccc2C(=O)N1Cc1cc(-c2ccccc2Cl)no1
    -0.4	0	3	3	4	0	4	-2	3	10

Screening results from PubChem.
